Screens as filed in PubChem.
Y pestis TopoI: blocks Yersinia pestis topoisomerase I activity; Y. pestis Topo-I cleavage product accumulation, plate reader; activity, % at 10 µM; 360,000 tested, 0.064% active; in the data active = activity above about 50%, passing the limit was not always enough; inconclusive = no clear call, values can overlap the other calls; note: inactives centre near 2
SARS 3CLpro inh: SARS-CoV 3CLpro protease inhibition. P0C6X7. recombinant SARS-CoV 3CLpro, quenched FRET peptide cleavage. inhibition, % at 6 µM. 290,000 tested, 0.14% active. AID 1706; in the data active = inhibition above about 12%
PriA SSB inh: blocks PriA binding to SSB C-terminal tail. AlphaScreen SSBct-PriA binding, biotinylated peptide. inhibition, % at 33 µM. 430,000 tested, 0.6% active; in the data active = inhibition mostly above about 37%, no sharp cut-off; inactive = mostly below about 20%;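 note: plate controls were negative control peptide for no effect and reference peptide for full effect; strong numbers were not always called active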
PrPC surface inh: reduces human prion protein on the cell surface; 370,000 tested, 0.43% active; P04156; inhibition, % at 13.8 µM; cell surface PrPC, TR-FRET read-out; in the data active = inhibition above about 24%; note: 0% = median of the test wells and 100% = reference compound wells
BH1578 lux ind: induces V. cholerae light production without autoinducers; V. cholerae BH1578 lux reporter, luminescence, 6 h; activation, % at 18.7 µM; 350,000 tested, 0.16% active; AID 588436; in the data active = activation mostly above about 9.7%, no sharp cut-off; inconclusive = no clear call, values can overlap the other calls; inactive = mostly below about 3.7%; note: not every result past the cut was called active; inactives centre near 0; reference of the scale not given here
VHR inh abs: inhibitors of human VHR1 phosphatase (DUSP3); 290,000 tested, 0.52% active; P51452; inhibition, % at 13.3 µM; recombinant VHR phosphatase, pNPP absorbance; in the data active = inhibition above about 50%; note: some compounds called inactive have numbers as strong as hits
CCHF vOTU inh: CCHFV vOTU protease inhibition; Pep-AMC fluorescence; 370,000 tested, 0.55% active; inhibition, % at 11.5 µM; AID 651958; in the data active = inhibition above about 30%; note: 0% = vehicle wells with enzyme and 100% = no enzyme wells
Rv3671c inh: Rv3671c (M. tuberculosis) protease inhibition; P9WHR9; 320,000 tested, 0.048% active; AID 2606; inhibition, % at 5.96 µM; in the data active = inhibition above about 38%;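 note: extracellular domain of Rv3671c used as enzyme; 0% = enzyme with DMSO and 100% = no enzyme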
MazEF act: MazEF (E. coli) toxin RNase activation; FAM/BHQ RNA-DNA oligo cleavage fluorescence, 5 h; activation, % at 20 µM; 350,000 tested, 0.32% active; in the data active = activation above about 50%
TcdB inh: TcdB glycohydrolase inhibition; 350,000 tested, 0.24% active; AID 652162; P18177; inhibition, % at 9.99 µM; TcdB glycohydrolase enzymatic assay, plate reader; in the data active = inhibition above about 10%
Numbers without * were called inactive; i = inactive; ? = inconclusive; / = not tested or not shown.

SMILES	Y pestis TopoI	SARS 3CLpro inh	PriA SSB inh	PrPC surface inh	BH1578 lux ind	VHR inh abs	CCHF vOTU inh	Rv3671c inh	MazEF act	TcdB inh
NC(=O)c1ncn([C@@H]2O[C@H](CNCc3c(OCc4ccccc4F)ccc4ccccc34)[C@@H](O)[C@H]2O)n1	8	/	4	-5	-0.7	/	5	/	1	2.2
CCOc1ccc(N(CC(=O)NCC(C)C)S(C)(=O)=O)cc1	-1	3	-7	6	-0.5	25	-9	-5	0	/
Cc1ccc(C)c(S(=O)(=O)Nc2ccc(C(=O)NCCCN3CCCC3=O)cc2)c1	-1	4	3	1	-0.5	14	1	2	-3	1.2
CC(NCc1cc(Br)ccc1OCC(=O)NCc1ccccc1)c1ccccc1 (stereo unspecified)	3	-2	-8	1	i	1	1	-5	5	1.3
CCOc1cc(/C=C(\CC(=O)O)c2nc3ccccc3s2)ccc1OCC(=O)Nc1cccc(C(F)(F)F)c1	22	/	-2	-4	i	/	14	/	11	0.1
Cc1nc(-c2cn[nH]c2-c2ccc(O)cc2O)cs1	-5	2	-12	8	-0.5	-4	-9	-2	8	/
Cc1csc(NC(=O)c2sc3nc(-c4cccs4)ccc3c2N)n1	/	-4	8	/	/	-4	/	6	5	/
O=C(CCC(=O)c1cccs1)NCc1cccc(C(F)(F)F)c1	2	/	-16	3	i	/	0	-2	-11	2.9
CN(C)c1ccc(/C=C2\C(=N)N3N=C(CC(=O)N4CCCC4)SC3=NC2=O)cc1Br	-6	0	-3	7	-20	-20	11	-6	11	0.3
CN(C)C(CNC(=O)c1cccc(S(=O)(=O)Nc2ccccc2Cl)c1)c1ccccc1 (stereo unspecified)	3	/	-12	5	2.8	/	4	/	-4	2.0
CCOc1ccc2nc(N3CCC(C(=O)N4CCN(C5CCCCC5)CC4)CC3)sc2c1	12	-4	-4	-6	i	-5	7	5	19	-0.8
N/C(Cc1ccc([N+](=O)[O-])cc1)=N\OC(=O)COc1cccc2ccccc12	-2	5	/	/	-0.5	-1	/	-12	2	1.7
CC(NC(=O)COC(=O)/C=C/c1cccc(C(F)(F)F)c1)c1ccccc1 (stereo unspecified)	5	-4	-2	7	1.8	0	4	11	3	/
COc1ccccc1N1CCN(C(=O)c2cn(-c3ccccc3)nc2-c2cccnc2)CC1	-2	-1	5	6	-1.5	32	4	-5	-4	/
Fc1ccc2c(c1)c1n[nH]c(=S)nc1n2CCc1ccccc1	-6	-2	8	0	-1.5	2	-7	/	4	3.8
Cc1nc(-c2ccccc2)sc1C(=O)CSc1ccc(Br)cc1	-7	3	-1	5	-4.5	-9	-1	-3	-11	/
Cc1ccc(CN2C(=O)CCC2C(=O)NCCN(CC(C)C)CC(C)C)cc1 (stereo unspecified)	19	4	3	9	12	-7	17	-6	-3	/
Cc1nn(-c2ccccc2)c(C)c1C(=O)OC/C(O)=C(\C#N)c1nc2ccccc2[nH]1	27	6	/	-4	7.1	15	3	0	-3	/
Cc1cc(NC(=O)C2CCN(S(=O)(=O)c3c(C)noc3C)CC2)ccc1Br	2	7	2	5	-1.0	-9	-8	-5	3	-0.7
CCc1cccc(C)c1NC(=O)c1ccccc1	-1	-7	-11	-4	0.2	-3	-2	9	-3	0.4

Just VHR inh abs (two entries from above):
| structure | VHR inh abs |
| --- | --- |
| CCOc1ccc(N(CC(=O)NCC(C)C)S(C)(=O)=O)cc1 | 25 |
| CC(NCc1cc(Br)ccc1OCC(=O)NCc1ccccc1)c1ccccc1 (stereo unspecified) | 1 |

Other records follow:
SMILES	Y pestis TopoI	SARS 3CLpro inh	PriA SSB inh	PrPC surface inh	BH1578 lux ind	VHR inh abs	CCHF vOTU inh	Rv3671c inh	MazEF act	TcdB inh
COc1ccccc1CNC(=O)C1CC(=O)N(C2CCCC2)C1 (stereo unspecified)	4	-3	-6	4	i	7	1	-1	-10	/
COc1cccc(N2CCN(S(=O)(=O)c3cn(C)cn3)CC2)c1	-11	5	4	-7	-0.3	-2	16	3	-2	1.7
O=c1cc(CSc2ccc(Cl)cc2)nc2nc[nH]n12	-5	-2	3	2	-0.4	-9	13	-9	8	/
Cc1cccc(C)c1NC(=O)NC1(C(=O)N2CCCC2)CCCCC1	-7	3	0	0	-0.6	2	6	5	6	0.6
CCCCSc1nc2c(cnn2-c2ccc(Cl)cc2)c(=O)[nH]1	3	4	-17	-1	i	0	2	-10	-5	/
COCCN(C(=O)CCC(=O)Nc1nccs1)C(C(=O)NC(C)(C)C)c1ccc(Cl)cc1 (stereo unspecified)	8	5	-8	2	0.7	24	4	4	0	0.5
CCN1CCN(c2ccc(NC(=O)CCc3c(C)nc4c(-c5ccccc5)c(C)nn4c3C)cc2)CC1	-8	1	/	-14	-0.3	5	2	18	14	0.9
COc1ccc(C(=O)O/N=C(\N)c2ccc(Br)cc2)cc1	3	6	i	-9	-0.6	-5	9	-4	-11	-0.1
CCCCCn1c(SCC(=O)c2ccccc2)nc2cc(C(=O)NCC3CCCO3)ccc2c1=O (stereo unspecified)	2	/	-4	-2	i	/	-12	/	-8	0.5
COc1cc(CNc2nnnn2C)ccc1OCc1ccc(F)cc1Cl	5	-1	0	12	8.3	2	-8	-6	-1	-0.2
CC1=C(C(=O)Nc2ccccc2)C(c2coc3ccccc3c2=O)C2=C(CCCC2=O)N1 (stereo unspecified)	1	-4	0	2	-0.7	9	-8	-8	4	0.9
CCc1ccc(/C=N\NC(=O)c2ccc(Br)o2)s1	1	5	/	4	-0.3	8	-1	0	-8	/
COc1cccc2cc(C(=O)NCCc3c[nH]c4ccccc34)c(=O)oc12	-8	3	6	-5	i	12	8	-9	4	0.2
O=C(Nc1cc(S(=O)(=O)N2CCCCC2)ccc1Cl)c1ccccc1NS(=O)(=O)c1ccc(F)cc1	-4	8	-5	25*	i	4	14	-10	5	1.8
O=C(Cn1cc(C(F)(F)F)ccc1=O)NCc1ccc(F)cc1	3	-3	-10	-5	-0.2	6	17	4	2	1.0
CCN(CC)Cc1c(O)ccc2c1O/C(=C\C=C\c1ccccc1)C2=O	6	4	-18	-23	-2.3	12	-4	-1	-451	1.1
COC(=O)C1=C(C)N(Cc2ccccc2)C(=NCCCCO)N[C@H]1c1cccc(C(F)(F)F)c1	14	/	-10	-16	0.5	/	19	3	16	1.7
COC1=C(c2ccccc2)C(=O)c2ccccc2C1=O	-14	-2	-14	-24	-0.2	-8	22	-18	-12	/
O=C(Nc1cccnc1)C1OCCc2ccccc21 (stereo unspecified)	-5	3	-3	0	0.0	8	-5	0	1	/
O=C(OCc1ccccc1)N1CCOCCN(C(=O)OCc2ccccc2)CCOCC1	18	7	-8	-2	0.0	6	2	4	-1	0.7
O=C(Cc1cccc(C(F)(F)F)c1)OCC(=O)N1CCN(S(=O)(=O)c2ccc(Cl)cc2)CC1	32	/	-1	7	-12	/	23	15	-7	-0.8
O=C(CCN1C(=O)c2ccccc2S1(=O)=O)NCc1ccco1	5	-2	-2	2	1.7	8	8	4	-6	/
O=C(CNC(=O)c1ccc(Cl)cc1)OCCN1C(=O)c2ccccc2C1=O	-3	/	-3	-3	-0.6	/	15	-10	7	0.3
O=C(COc1ccc(=O)n(-c2ccccc2)n1)Nc1ccccc1	-2	2	2	1	-0.3	-10	7	6	7	1.2
CCC(C)[C@H](NC(=O)Nc1ccc(S(N)(=O)=O)cc1)C(=O)O (stereo partly specified)	6	4	-6	1	-0.2	-11	6	4	2	/
COc1cc(NC(=O)NCC2CCN(Cc3ccccc3C)CC2)cc(OC)c1OC	9	3	-4	-9	-0.3	2	-11	/	5	1.8
COC(=O)C1=C(C(=O)OC)[C@@H]2N(Cc3ccccc3)c3ccccc3[C@@]23C[C@@H](C(=O)OC)N(C(=O)CC(C)C)C3=N1	2	/	1	-4	i	15	10	-3	4	1.7
COc1ccccc1C(=O)NCC(=O)NC(C)CCc1ccccc1 (stereo unspecified)	2	-1	4	-1	i	-3	13	-3	2	1.4
Cc1ccc(N(C(=O)CNC(=O)c2ccco2)C(C(=O)NCC2CCCO2)c2ccccc2)cc1 (stereo unspecified)	3	-2	0	3	-0.3	29	0	-4	1	/
Cc1ccccc1CC(=O)Nc1ccc(S(=O)(=O)N2CCN(C)CC2)cc1	6	4	3	-5	i	14	-2	2	7	1.5
CCCn1c(=O)c(C(=O)Nc2ccccc2N)c(O)c2ccccc21	8	/	/	8	0.6	/	6	/	6	-9.5
Cc1cccc(C)c1N=C1NN=C(c2ccccc2F)CS1	3	2	15	-4	i	5	16	9	6	/
CC(=O)c1ccc(OCC(=O)OCC(=O)c2ccc(S(=O)(=O)N3CCCCC3)cc2)cc1	-6	/	/	8	-0.4	/	25	/	-1	-11
CNC(=O)C[C@@H]1C(=O)N(c2ccc(Br)cc2)CC1(C)C	4	/	/	-2	0.7	/	-12	/	1	0.8
CCOc1ccc(NC(=O)CN(C)C(=O)c2ccc(N3CCCCC3)c([N+](=O)[O-])c2)cc1OCC	31	/	20	-17	i	/	8	5	3	1.4
COc1cccc(-n2c(SCC(=O)NC(C)(C)C)nnc2-c2ccoc2C)c1	9	-1	-22	1	i	21	8	1	-1	/
CS(=O)(=O)c1ccccc1-c1nc(-c2cc(C(F)(F)F)cc(C(F)(F)F)c2)no1	-4	5	-24	4	i	27	5	4	-1	/
CCCCOc1cc(C)nc(NCc2ccccc2)n1	?	-4	-26	12	i	-3	16	-10	-6	/
O=C(COC(=O)c1ccc(F)cc1F)c1ccc[nH]1	6	/	-6	-3	i	/	1	/	-1	10*
COc1ccc2c(CC(=O)N[C@@H](Cc3c[nH]c4ccccc34)C(=O)O)cc(=O)oc2c1	-4	2	-6	7	i	20	-7	-1	-16	0.2

Full records as entered above.
Record of `CCCn1c(=O)c(C(=O)Nc2ccccc2N)c(O)c2ccccc21` : Y pestis TopoI: 8; SARS 3CLpro inh: /; PriA SSB inh: /; PrPC surface inh: 8; BH1578 lux ind: 0.6; VHR inh abs: /; CCHF vOTU inh: 6; Rv3671c inh: /; MazEF act: 6; TcdB inh: -9.5
Record of `Cc1ccccc1CC(=O)Nc1ccc(S(=O)(=O)N2CCN(C)CC2)cc1` : Y pestis TopoI: 6; SARS 3CLpro inh: 4; PriA SSB inh: 3; PrPC surface inh: -5; BH1578 lux ind: i; VHR inh abs: 14; CCHF vOTU inh: -2; Rv3671c inh: 2; MazEF act: 7; TcdB inh: 1.5
Record of `O=C(COc1ccc(=O)n(-c2ccccc2)n1)Nc1ccccc1` : Y pestis TopoI: -2; SARS 3CLpro inh: 2; PriA SSB inh: 2; PrPC surface inh: 1; BH1578 lux ind: -0.3; VHR inh abs: -10; CCHF vOTU inh: 7; Rv3671c inh: 6; MazEF act: 7; TcdB inh: 1.2

Remaining list, next part.
SMILES	Y pestis TopoI	SARS 3CLpro inh	PriA SSB inh	PrPC surface inh	BH1578 lux ind	VHR inh abs	CCHF vOTU inh	Rv3671c inh	MazEF act	TcdB inh
CCCCCSc1nc(O)cc(=O)[nH]1	3	0	-15	10	-0.3	-2	4	0	-9	/
Cc1ccc(C)c(NC(=O)COC(=O)c2ccc[n+]([O-])c2)c1	3	/	-7	4	i	/	10	1	4	1.6
COc1ccc(C(O)Cn2ccsc2=NC(C)=O)cc1 (stereo unspecified)	-7	1	-15	1	-0.3	10	8	0	-3	0.2
Cc1ccc(NC(=O)CN2CCCC2)cc1Br	4	-1	-6	1	0.4	2	0	3	10	1.0
N#Cc1nc(-c2cccs2)oc1NCc1ccccc1Cl	-3	0	45*	5	-1.0	-15	-106	-4	-3	/
Cc1ccsc1C(=O)Nc1cc(C(C)(C)C)nn1-c1ccccc1	6	0	-2	/	i	11	/	-1	-2	0.8
CC(C)(C)OC(=O)N1CCC(C(=O)Nc2cccc(C(=O)N3CCOCC3)c2)CC1	-1	/	-10	8	-0.3	/	0	1	4	0.1
Nc1c(C(=O)Nc2ccc(Cl)c(Cl)c2)sc2nc(-c3cccnc3)ccc12	/	1	/	-2	/	6	0	0	/	/
Cc1ccccc1NC(=O)c1cc(S(=O)(=O)N2CCOCC2)cn1C	-2	-1	-6	5	-0.2	21	2	-2	3	-0.3
CC(C)NC(=O)C1Cc2c(-c3ccc(Cl)cc3)ccnc2O1 (stereo unspecified)	11	/	/	-5	i	/	1	/	/	0.6

A portion of the library; the hit share may differ from the screen's.
